# ARFGAP1 inhibitor = inhibitors of rat ARFGAP1 GAP activity, primary screen, biochemical, fluorescence polarization, GDP tracer | Arfgap1-stimulated ARF1 GTP hydrolysis, GDP FP detection | hit rate 0.26% among 360,000 | inhibition, % at 16.5 µM;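 active = inhibition above a per-plate limit, mean inhibition of low control wells plus 3 SD, cut at about 25% in these data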;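 note: 0% = DMSO wells with enzyme and 100% = wells lacking Arfgap1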
# Target sequence (Q62848 1-136 limits assumed): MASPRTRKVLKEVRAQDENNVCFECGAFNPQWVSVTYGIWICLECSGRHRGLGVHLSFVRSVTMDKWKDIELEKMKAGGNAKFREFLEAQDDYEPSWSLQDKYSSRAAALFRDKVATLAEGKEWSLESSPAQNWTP
#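 material = rat Arfgap1 catalytic domain, aa 1-136 | also added = human ARF1(Δ1-17)-GTP substrate | compound dosing = one concentration, 16.5 µM, DMSO 1.26% | times = GTP hydrolysis reaction 2 h at 25 °C | measured by = FP, GDP Alexa 633 tracer displaced from anti-GDP antibody, 620/688 nm | evaluation = percent inhibition of Arfgap1-stimulated GTP hydrolysis | replication = single well per compound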
# DDE Tn6 FP inh = inhibitors of Tn6 peptide binding to fibrin DD(E), primary screen, biochemical, fluorescence polarization, human fibrin, Tn6 probe; Fibrinogen beta chain (Homo sapiens), P02675; Fibrin DD(E) TRITC-Tn6 fluorescence polarization displacement; inhibition, % at 8.3 µM; hit rate 0.21% among 370,000; AID 720509, 2013;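 active = inhibition above a per-campaign cutoff: mean of compounds within control limits plus 3 SD, cut at about 15% in these data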;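 note: 0% = median of all compound wells on the plate and 100% = blocking peptide control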
# UHRF1 MBD2 ctr = UHRF1 methylated DNA binding inhibitors, primary screen, counter-screen for MBD2 inhibitor project, biochemical, TR-FRET, human UHRF1, single concentration. E3 ubiquitin-protein ligase UHRF1 (Homo sapiens), Q96T88. UHRF1 binding to methylated oligo. inhibition, % at 4.4 µM. hit rate 0.75% among 370,000. AID 687016, 2013; in the data active = inhibition above about 21%;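 note: UHRF1 SRA domain binding a hemimethylated CpG hairpin DNA probe; 0% = median of test compound wells and 100% = reference inhibitor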
# ASAP1 inh = inhibitors of human ASAP1 ArfGAP activity, primary screen, biochemical, fluorescence polarization. Arf-GAP with SH3 domain, ANK repeat and PH domain-containing protein 1 (Homo sapiens), …. ASAP1-stimulated ARF1 GTP hydrolysis, GDP FP detection. inhibition, % at 16.5 µM. hit rate 0.19% among 360,000. AID 624377, 2012; in the data active = inhibition above about 25%;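 note: 0% = vehicle with enzyme and substrate and 100% = no enzyme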
# proKLK7 act = proKLK7 zymogen activators, primary screen, biochemical, fluorescence intensity | Kallikrein-7 (Homo sapiens), P49862 | purified proKLK7, EDANS-DABCYL substrate fluorescence; 100% is mature enzyme control, 0% vehicle | activation, % at 7 µM | hit rate 0.9% among 370,000;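 active = activation above the mean of all tested compounds plus 3 SD, computed per campaign excluding outliers beyond control limits, cut at about 13% in these data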
# Target sequence (P49862 whole entry, looked up): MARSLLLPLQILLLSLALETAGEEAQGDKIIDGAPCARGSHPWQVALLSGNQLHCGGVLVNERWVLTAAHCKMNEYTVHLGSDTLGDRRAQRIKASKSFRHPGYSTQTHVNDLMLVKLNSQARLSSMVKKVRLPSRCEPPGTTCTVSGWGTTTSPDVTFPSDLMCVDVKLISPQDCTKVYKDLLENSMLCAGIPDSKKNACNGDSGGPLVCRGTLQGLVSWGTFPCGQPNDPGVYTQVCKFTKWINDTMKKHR
# Tn7 DDE FP = inhibitors of Tn7 peptide binding to fibrin DD(E), primary screen, biochemical, fluorescence polarization, human fibrin, Tn7 probe; FP displacement of FITC-Tn7 peptide from fibrin DD(E); 0% = median of compound wells per plate; inhibition, % at 8.3 µM; hit rate 0.13% among 370,000; AID 720508, 2013;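 active = inhibition above the mean of compounds falling within the control limits plus 3 SD of them, cut at about 14% in these data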;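 note: 0% = plate median of compound wells and 100% = 10 µM Aha-Tn7 peptide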
#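 Assay system: Human fibrin DD(E) protein | Medium: Tris buffer with calcium and detergent, pH 7.8 | Reagent: 0.1 µM fluorescent Tn7 | Compound dosing: Single point at 8.3 µM | Times: 10 min preincubation, 3 h with tracer, room temperature | Detection: Fluorescence polarization of the labelled Tn7 tracer | Controls: Aha-Tn7 high control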
# NR1D1 modulator = modulators of Rev-erb alpha DNA binding, primary screen, biochemical, FITC-DNA, fluorescence polarization, uHTS; Rev-erbα–FITC-DNA binding, 90 min; activity, % at 10 µM; hit rate 0.79% among 370,000; AID 1259318, 2017;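 active = activity above about 14%, limit read from the data; passing the limit was not always enough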;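 note: 0% = DMSO wells with 35 nM protein and 100% = DMSO wells with 750 nM protein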
# PLCb3 inh = human PLC-beta3 inhibitors, primary screen, biochemical, fluorescence. 1-phosphatidylinositol 4,5-bisphosphate phosphodiesterase beta-3 (Homo sapiens), Q01970. Purified PLC-beta3, fluorogenic substrate. inhibition, % at 12.2 µM. hit rate 0.18% among 370,000; in the data active = inhibition above about 11%;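 note: 0% = median of compound wells on plate and 100% = full blocker control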
# PLCg1 inh = PLC-gamma1 enzyme inhibitors, primary screen, biochemical, fluorescence, purified enzyme. fluorogenic substrate. inhibition, % at 12.2 µM. hit rate 0.84% among 370,000. AID 720700, 2013; in the data active = inhibition above about 9.5%
# HGIII-sPLA2 inh = human group III sPLA2 inhibitors, primary screen, biochemical, QFRET, BODIPY PC-A2 liposome substrate. inhibition, % at 12.2 µM. QFRET BODIPY PC-A2 liposome hydrolysis, fluorescence. AID 743126, 2013. hit rate 0.56% among 370,000;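 active = inhibition above mean plus 3 SD of compounds lying within the high and low control bounds, cut at about 19% in these data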;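 note: 0% = median of test compound wells and 100% = no enzyme DMSO wells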
# Target sequence (Q9NZ20 whole entry, looked up): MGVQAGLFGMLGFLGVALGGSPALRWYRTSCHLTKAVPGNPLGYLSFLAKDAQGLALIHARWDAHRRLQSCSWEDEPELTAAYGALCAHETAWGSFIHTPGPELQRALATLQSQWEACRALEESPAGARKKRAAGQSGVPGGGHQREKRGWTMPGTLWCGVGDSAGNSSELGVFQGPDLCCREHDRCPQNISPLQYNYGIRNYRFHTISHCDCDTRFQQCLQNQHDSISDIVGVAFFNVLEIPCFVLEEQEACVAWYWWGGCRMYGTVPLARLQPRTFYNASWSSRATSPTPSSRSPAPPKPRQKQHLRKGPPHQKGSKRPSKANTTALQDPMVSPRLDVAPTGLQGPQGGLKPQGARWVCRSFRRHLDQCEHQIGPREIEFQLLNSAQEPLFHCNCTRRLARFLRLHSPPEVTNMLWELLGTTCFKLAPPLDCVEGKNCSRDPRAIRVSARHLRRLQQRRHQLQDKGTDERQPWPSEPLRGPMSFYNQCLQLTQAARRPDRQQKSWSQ
# Starred values were filed as active, the others as inactive; i = inactive. No enrichment for hits; about 4.5% have a hit in one of these screens.
compound,ARFGAP1 inhibitor,DDE Tn6 FP inh,UHRF1 MBD2 ctr,ASAP1 inh,proKLK7 act,Tn7 DDE FP,NR1D1 modulator,PLCb3 inh,PLCg1 inh,HGIII-sPLA2 inh
COc1ccccc1CNC(=O)CN(C)CC(=O)Nc1ccc(F)c(F)c1F,3,10,3,-10,-0.1,-8,6,-2,7,0
Cc1ccccc1N1CCN(C(=O)c2ccccc2NC(=O)c2ccccc2C(=O)O)CC1,-11,-11,6,7,0.1,9,6,-5,-2,0
CN(C)CCCCOc1ccccc1F,-7,6,6,7,0.2,-2,1,-1,6,-1
C=CCn1c(=O)c2ccccc2n2c(SCC(=O)Nc3sc(C(=O)N(CC)CC)c(C)c3C(=O)OCC)nnc12,4,-4,0,3,0.3,-1,-2,-5,-4,-27
COc1ccc(OCC(=O)N(C)CC2COc3ccccc3O2)cc1 (centres undefined),12,-2,2,-12,0.0,-3,-4,-4,-2,-3
O=C(NCC(=O)N1CCOCC1)OCc1ccccc1,5,-9,3,18,0.1,-4,-1,-1,8,11
CCN(CCn1cccn1)Cc1nc(-c2ccc(C(=O)OC)cc2)no1,-3,7,-1,-15,0.5,2,-4,3,-2,1
Cn1nc(C(=O)OCC(=O)NC2CCS(=O)(=O)C2)c2ccccc2c1=O (centres undefined),9,-1,2,-1,-0.3,-1,6,-9,-1,2
O=C(CCC(=O)c1cccs1)NC1CCCCCC1,6,1,0,5,-0.3,4,4,0,-3,1
O=C(CCC1CCCN(C(=O)Cn2cnnn2)C1)NCc1ccccc1F (centres undefined),-16,0,0,2,-0.3,-6,4,-4,-3,1
Fc1ccccc1/C=N/Nc1ncnc2ccccc12,8,-12,1,18,0.3,2,1,-53,-37,7
N#C/C(=C\c1cccnc1)C(=O)Nc1cccc2ccccc12,-7,-3,-4,0,-0.3,-2,1,-5,1,-31

# A section taken from the entries so far:
compound,ARFGAP1 inhibitor,DDE Tn6 FP inh,UHRF1 MBD2 ctr,ASAP1 inh,proKLK7 act,Tn7 DDE FP,NR1D1 modulator,PLCb3 inh,PLCg1 inh,HGIII-sPLA2 inh
Fc1ccccc1/C=N/Nc1ncnc2ccccc12,8,-12,1,18,0.3,2,1,-53,-37,7
N#C/C(=C\c1cccnc1)C(=O)Nc1cccc2ccccc12,-7,-3,-4,0,-0.3,-2,1,-5,1,-31

# Next compounds.
compound,ARFGAP1 inhibitor,DDE Tn6 FP inh,UHRF1 MBD2 ctr,ASAP1 inh,proKLK7 act,Tn7 DDE FP,NR1D1 modulator,PLCb3 inh,PLCg1 inh,HGIII-sPLA2 inh
CN(C(=O)CSc1nc2ccccc2c(=O)n1C)C1CCS(=O)(=O)C1 (centres undefined),-6,4,1,-5,-5.6,6,0,2,-1,11
S=C(NN=C1C2CC3CC(C2)CC1C3)Nc1ccccc1,2,-2,-1,-1,0.1,5,-1,1,0,3
CCN(CCCNC(=O)c1cn(CC)c2ccc(S(=O)(=O)N(C)C)cc2c1=O)c1cccc(C)c1,1,3,-2,21,-0.2,-8,2,6,2,4
OCCN(CC#CC(O)(c1ccccc1)c1cccc(F)c1)CCO (centres undefined),2,-5,26*,-16,0.3,9,-6,-4,0,17
Cc1ccc(S(=O)(=O)N[C@H](C(=O)OCC(=O)NC(=O)Nc2ccc3c(c2)OCCO3)C(C)C)cc1,10,-1,2,-2,0.0,4,2,-1,-1,-8
N#Cc1c2c(c(-c3ccccc3Cl)[nH]c1=S)CCCC2,1,8,0,11,-0.1,5,-2,-3,0,3
O=S(=O)(NCc1ccccc1)c1ccc(Br)s1,11,-5,1,-7,0.1,-1,1,-6,2,-16
C/C(CC(=O)Nc1cccc(Cl)c1Cl)=N\NC(=O)c1ccccc1N,0,2,-2,1,4.8,5,1,-115,-86,-5
CCOC(=O)c1cc2sccc2n1CC(=O)N1CCCC1,10,2,2,-11,-0.2,1,-8,1,-1,9
CCCC(C(=O)NCCc1ccc(S(N)(=O)=O)cc1)c1ccccc1 (centres undefined),-3,1,5,-14,0.1,3,-1,-2,2,10
O=C(CCC(=O)NC1CCN(Cc2ccccc2)CC1)NCc1ccco1,3,-3,-1,15,-0.7,2,-7,3,1,3
Cn1nc(CC(=O)Nc2ccc(N3CCN(C(=O)OC(C)(C)C)CC3)cc2)c2ccccc2c1=O,0,10,-2,-13,0.0,12,-4,5,2,0
Cc1ccc([C@@H]2CC=C(C(=O)O)[C@H](c3ccccc3)N2S(=O)(=O)c2ccc(C)cc2)cc1,-7,-4,1,5,-0.3,1,-1,-2,2,-11
COc1ccc(NC(=O)N(Cc2cc3cc(OC)ccc3[nH]c2=O)CC2CCCO2)cc1 (centres undefined),7,0,0,2,0.8,0,2,-8,-4,-3
CCN(CC)c1ccc(NC(=O)C2CCC(CNc3c(N4CCCC4)c(=O)c3=O)CC2)c(C)c1 (centres undefined),13,-1,-2,-6,-0.3,0,6,-8,0,6
CC(=O)Nc1nc(C)c(C(C)C)s1,-6,-1,4,-2,-0.4,5,-1,-6,0,3
CC(=O)Nc1cccc(-c2nc3ccc(NC(C)=O)cc3[nH]2)c1,1,6,2,-7,8.3,0,-8,-157,-113,6
CNc1cncc(-c2ccc(OC)cc2OC)n1,-2,-4,0,-1,9.1,1,-2,-289,-135,3
CCOC(=O)N1C(=O)[C@@](CC)(c2ccccc2)N1C(=O)OCC,12,-3,0,6,-0.7,1,7,-3,1,8
Cc1nc2c(c3c1[nH]c1ccccc13)C(=O)CC(C)(C)C2,-9,6,-1,12,1.3,3,3,i,-396,-11
COC(=O)c1[nH]c2ccccc2c1NC(=O)CN1CCN(c2cccc(Cl)c2)CC1,-12,-1,-1,7,0.5,6,2,1,0,-9
CC(C)(C)C(=O)N1CCN(c2ccc([N+](=O)[O-])c(NCC3CCCO3)c2)CC1 (centres undefined),-11,-1,-6,-6,0.3,-4,2,5,2,6
COc1ccccc1-c1nnc(SC/C(O)=C(\C#N)c2nc3ccccc3[nH]2)n1C1CCCCC1,-9,-9,-4,-13,-0.9,-8,5,0,7,-15
O=[N+]([O-])c1ccc(-c2ccc(/C=N/Nc3nc(N4CCCCC4)nc(N4CCCCC4)n3)o2)cc1,3,7,-3,-18,0.2,-2,2,0,2,-3
COC(=O)c1ccc(COC(=O)C2CCN(S(=O)(=O)c3c(C)cc(C)cc3C)CC2)o1,8,-3,0,0,0.4,-7,-6,1,1,-5
Cc1ccc(S(=O)(=O)N2[C@H](C(C)C)[C@H]3[C@H]4C(=O)N(c5ccccc5)C(=O)[C@H]4CC(=O)[C@H]3[C@@H]2c2ccccc2)cc1,0,3,0,-7,-0.1,2,6,0,2,-30
COc1ccc(C(=O)N(C(C)C)C(C)C)c(OC)c1,-1,2,12,6,0.0,-5,-6,-1,-1,4
COc1cc(/C=N/N2CCN(c3ccc(Cl)cc3)CC2)cc(OC)c1OC(C)=O,-3,2,1,12,0.0,-2,-4,0,0,1
COc1ccc(NC(=O)Cn2c(=O)n(CC3CCCO3)c(=O)c3ccccc32)c(OC)c1 (centres undefined),8,0,22*,-4,-0.5,3,5,-5,4,5
COC(=O)c1ccc(C(=O)Nc2ccc3nc(-c4ccncc4)[nH]c3c2)cc1,1,-6,-2,0,-38,8,5,-90,-67,-6
CCC1(CC)NC(=O)N(CC(=O)OCC(=O)Nc2ccc(OC(F)(F)F)cc2)C1=O,3,2,13,-12,0.2,-5,10,-4,-2,-7
Cc1ccc(C(O)c2ncc(-c3ccccc3)[nH]2)c(C)c1 (centres undefined),-3,-5,2,-6,0.0,-2,1,3,0,3
CC(=O)c1ccc(S(=O)(=O)N(CC(=O)NC2CC2)Cc2ccc(F)cc2)cc1,-1,-3,2,8,-0.1,1,-2,-8,6,-5
CC(NCCS(=O)(=O)c1ccc(Cl)cc1)c1cccc(Cl)c1 (centres undefined),5,6,-1,13,0.6,-11,0,-3,-3,-12
CCOc1ccc(-c2csc(NC(=O)CSCC(=O)O)n2)c2ccccc12,-14,1,-5,5,-0.8,-5,-6,-12,-6,-26
O=C(Cc1ccccc1)NCC(=O)OCC(=O)c1ccc(F)cc1,-8,2,1,-10,0.0,-1,-7,-5,-1,5
CCc1c(N)nc(N)nc1Nc1ccc(C)c(C)c1,-8,7,-1,5,-0.3,-1,-5,3,-2,8
Cc1nc(Cl)cc(N/N=C/c2ccccc2)n1,-1,2,-3,-3,0.5,4,3,0,5,0
O=C(NC(Cc1ccccc1)c1nc2ccccc2[nH]1)c1cccc([N+](=O)[O-])c1 (centres undefined),12,-4,-3,17,0.5,2,-3,-3,3,-13
CCN(Cc1ccccc1)C(=O)c1cccc(OC2CCN(C(=O)C3CC3)CC2)c1,-12,8,2,9,-0.2,5,3,-5,1,-3
Cc1nnc(Nc2ccc(C(=O)O)cc2)[nH]c1=O,-8,1,-1,-10,0.3,9,-2,3,-1,3
O=C(NCCCN1CCOCC1)c1ccc(CS(=O)(=O)c2ccc(Br)cc2)o1,-15,0,-2,-2,-1.2,0,1,4,2,-3
COC(=O)CCC1(C(N)=O)CCC(=O)c2ccccc21 (centres undefined),3,-3,-1,5,0.1,8,-4,3,3,1
CC(C)(c1ccccc1)c1ccc(OCCn2cnc3ccccc3c2=O)cc1,1,-1,3,-12,-0.1,1,0,0,1,-4
CC1CCC(NC(=O)c2nc(Cn3ccc([N+](=O)[O-])n3)no2)CC1 (centres undefined),-3,0,2,-6,0.8,-6,1,-7,-2,-4
CCN(CC)C(=O)C1CCCN(Cc2ccc(OC)c(C)c2)C1 (centres undefined),0,1,3,8,-0.4,-6,2,3,4,1
N#Cc1ccc(NC(=S)NC(=O)CCc2ccc(S(=O)(=O)N3CCOCC3)cc2)cc1,15,-2,-1,-2,-0.1,-7,-4,-2,1,-3
CC(C)(C)N=C(NS(=O)(=O)c1cccs1)c1ccccc1,0,1,-3,-6,0.5,-10,-2,-1,-1,-4

# Source: PubChem
